SW480 rereplic – A quantitative high throughput screen for small molecules that induce DNA re-replication in SW480 colon adenocarcinoma cells; Potency, µM (series often up to 46.1 µM), without a hit: at the top dose re-replication activation, most hits filed as activators; 340,000 compounds, 1.8% hits; SW480 DNA re-replication, Hoechst DNA content imaging, 48 h; also: % of control where 0% means no effect; nearly all actives have a fitted effect of over 55% in size
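Image-based read-out: total Hoechst fluorescence of nuclei (405 nm excitation, 500-530 nm emission), with hits raising the fraction of high-intensity nuclei. SW480 colon cells incubated 48 hr with compounds at 37 C.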
GLP1R cytotox – qHTS of GLP-1 Receptor Inverse Agonists: Cytotox Screen | HEK293 cAMP-luciferase reporter cells, luminescence, 24 h | Potency, µM (top dose mostly 38.3 µM), for the others: at the top dose activity change, negative = inhibition, actives largely listed as inhibitors | 410,000 compounds, 0.13% hits;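 also: loss of luciferase light is scored as toxicity; % is scaled to controls: 0 for no effect and ±100 for the full control effect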
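Luminescence readout: signal drop marks cytotoxicity. Plated cells grew 12 h at 37 °C, 5% CO2, received 23 nL compound for 24 h, then got luciferase reagent, read after 12 min at RT.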
GLP1R inv ag – qHTS of GLP-1 Receptor Inverse Agonists (Inhibition Mode); Glucagon-like peptide 1 receptor (Homo sapiens), P43220; HEK293 GLP-1R CRE-luciferase, luminescence, 24 h; GLP-1R form is constitutively active; Potency, µM (doses to about 38.3 µM), without a hit: at the top dose activity change, negative = inhibition, usual class: inhibitors; 410,000 compounds, 1.6% hits; AID 624417, 2012; also: % is scaled to controls: 0 for no effect and ±100 for the full control effect; nearly all actives have a fitted effect of over 55% in size
Target sequence (P43220 whole entry, looked up): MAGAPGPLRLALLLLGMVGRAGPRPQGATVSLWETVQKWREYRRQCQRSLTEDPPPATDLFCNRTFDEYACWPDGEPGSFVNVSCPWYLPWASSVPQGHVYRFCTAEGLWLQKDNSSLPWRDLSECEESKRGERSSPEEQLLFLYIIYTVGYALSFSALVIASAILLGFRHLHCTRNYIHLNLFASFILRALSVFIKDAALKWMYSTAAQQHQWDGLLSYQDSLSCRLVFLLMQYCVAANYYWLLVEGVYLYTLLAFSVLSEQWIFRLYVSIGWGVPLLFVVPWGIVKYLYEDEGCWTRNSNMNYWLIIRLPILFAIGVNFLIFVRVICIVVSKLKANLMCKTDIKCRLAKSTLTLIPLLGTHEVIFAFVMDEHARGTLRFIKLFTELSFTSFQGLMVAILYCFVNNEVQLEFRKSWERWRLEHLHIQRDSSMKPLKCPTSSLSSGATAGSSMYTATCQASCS
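HEK293 cells stably co-expressing a cAMP-responsive luciferase reporter and constitutively active GLP-1R were seeded, incubated 12 h, then exposed to compounds for 24 h at 37 C. Luminescence was read 12 min after detection reagent; inverse agonists lower signal.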
TDP-43 yeast inh – qHTS of TDP-43 Inhibitors | TDP-43 expressing yeast growth rescue, BacTiter-Glo, 24 h | Potency, µM (highest dose often 46.1 µM), for the others: at the highest dose growth rescue (activation), actives largely listed as activators | 410,000 compounds, 1.8% hits | AID 652104, 2013; also: % of control where 0% means no effect; nearly all actives have a fitted effect of over 50% in size
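Yeast expressing TDP-43 (pregrown in raffinose, seeded at OD600=0.02 in galactose medium) exposed to compounds 24 hr at 30 deg C. Growth read by BacTiter-Glo luminescence; rescue of toxicity appears as increased signal.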
KB-3-1 tox – qHTS assay for MDR1-selective chemotherapeutics: Primary screen using the parental adenocarcinoma cell KB-3-1 | AID 1347075, 2019 | KB-3-1 viability, CellTiter-Glo ATP luminescence, 72 h | 400,000 compounds, 1.4% hits | Potency, µM (series often up to 46.1 µM), inactives show top-dose activity change, negative = cytotoxic, most hits filed as cytotoxic; also: % is scaled to controls: 0 for no effect and ±100 for the full control effect; nearly all actives have a fitted effect of over 60% in size
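Cells are dispensed, compounds pinned in, plates held at 37 °C for 72 h, then CellTiter-Glo is added and luminescence read after 10 minutes. Cell line: parental KB-3-1 in phenol-red-free DMEM, 10% FBS.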
KB-V1 MDR tox – qHTS assay for MDR1-selective chemotherapeutics: Primary screen using the drug-selected MDR subline cells KB-V1 | 400,000 compounds, 3.4% hits | KB-V1 MDR cells viability, CellTiter-Glo, 72 h | AID 1347076, 2019 | Potency, µM (highest dose often 46.1 µM), inactives show at the highest dose activity change, negative = cytotoxicity, actives largely listed as cytotoxic; also: % is scaled to controls: 0 for no effect and ±100 for the full control effect; nearly all actives have a fitted effect of over 60% in size
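qHTS viability screen in drug-selected KB-V1 MDR cells: 72 h compound treatment at 37 degrees C, ATP luminescence end point.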
HT1080-NT tox – qHTS for induction of synthetic lethality in tumor cells producing 2HG: qHTS for the HT-1080-NT fibrosarcoma cell line | HT-1080-NT fibrosarcoma viability, CellTiter-Glo ATP luminescence, 48 h | 360,000 compounds, 1.6% hits | Potency, µM (highest dose often 46.1 µM), for the others: at the highest dose activity, negative = less viability, hits mostly cytotoxic;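 also: NT is the 2HG producing partner of a matched IDH1 knockdown line; 0% = DMSO-treated cells and -100% = media-only wells without cells; nearly all actives have a fitted effect of over 55% in size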
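HT-1080-NT; 750 cells/well; 5% FBS RPMI; 48 h compound, 37 degrees C; CellTiter-Glo luminescence; curve fitting and curve-class assignment.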
HT1080 IDH1KD tx – qHTS for induction of synthetic lethality in tumor cells producing 2HG: qHTS for the HT-1080-IDH1KD cell line. HT-1080 IDH1 knockdown viability, ATP luminescence, 48 h. Potency, µM (highest dose often 46.1 µM), inactives show top-dose activity, negative = toxicity, actives largely listed as cytotoxic. 360,000 compounds, 2% hits. AID 686971, 2013;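 also: 0% = DMSO wells and -100% = cell-free medium wells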
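Luminescent ATP read-out (CellTiter-Glo, 10 min at room temperature) after 48 h compound exposure at 37 °C gave viability of IDH1-knockdown HT-1080 cells. Activity was normalised to DMSO and cell-free wells, then fitted as concentration-response curves.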
GLP-1R agonist – qHTS of GLP-1 Receptor Agonists; Glucagon-like peptide 1 receptor (Homo sapiens), P43220; HEK293 GLP-1R CRE-luciferase, luminescence, 4-6 h; cells express a hypersensitive GLP-1R form; Potency, µM (series often up to 45.6 µM), for the others: at the highest dose activation, actives largely listed as activators; 380,000 compounds, 0.007% hits; AID 624172, 2012; also: % of control where 0% means no effect
Numbers without * were called inactive; ? = inconclusive; . = not tested or not shown; [ ] = dose if it differs, or a comment. Calls follow the shape of the dose curve; as a rule, active = well fitted curve in the direction sought with a large enough effect; inconclusive = small, poorly fitted or top-dose-only effect, or another doubt; inactive = no such curve, though single readings can be large; an effect the other way counts as inactive or inconclusive. Potency is read from the fitted curve at half-maximal effect.

SMILES	SW480 rereplic	GLP1R cytotox	GLP1R inv ag	TDP-43 yeast inh	KB-3-1 tox	KB-V1 MDR tox	HT1080-NT tox	HT1080 IDH1KD tx	GLP-1R agonist
COc1ccc(CCCN2CCC(CN3C(=S)NC[C@@H]3Cc3ccccc3)CC2)cc1OC	-3%	3%	0%	10%	0%	-2%	-3%	-1%	10%
COc1cccc2cc(C(=O)NCCc3c(C)[nH]c4ccc(Br)cc34)c(=O)oc12	.	2%	4%	5%	5%	-19%	.	.	-6%
CC(C(=O)NCc1ccccc1)n1c(-c2ccc3c(c2)CCO3)nc2ccccc21 (configuration not stated)	.	-2%	-7%	0%	11%	?	-15%	-17%	.
O=C(COC(=O)CN1C(=O)NC2(CCCC2)C1=O)Nc1c(Cl)cccc1C(F)(F)F	-13%	3%	9%	4%	6%	0%	14%	12%	1%
CCOc1ccc(-c2nnc(SCC(=O)Nc3cc(C)on3)o2)cc1	?	0%	9%	-16%	2%	-23%	2%	-23%	1%
O=C(NCCc1ccccc1)c1cccc(N2C(=O)C3CC=CCC3C2=O)c1 (configuration not stated)	3%	-8%	5%	-11%	4%	-3%	10%	7%	10%
COC(=O)c1ccc(-c2nc(-c3ccc(OC)c(OC)c3)no2)cc1	.	9%	4%	?	-1%	?	.	.	.
NC(=O)SCC(=O)Nc1ccc(Cl)cc1	11%	-1%	?	-3%	?	-6%	?	?	-5%
Cn1nc(CC(=O)NC2CCCCCC2)c2ccccc2c1=O	1%	-17%	-3%	21%	?	?	-3%	-6%	2%
O=C(COC(=O)c1cc(S(=O)(=O)N2CCOCC2)ccc1Cl)Nc1ccccc1Cl	-2%	7%	-5%	0%	-1%	7%	4%	-1%	-5%
Cc1ccc(-c2n[nH]c(=S)n2/N=C/c2cc3c(cc2[N+](=O)[O-])OCO3)cc1	-9%	-7%	0%	-3%	7%	8.2µM*	4%	30%	-3%
C/C(=N\OC(=O)Nc1ccccc1)c1cnn(-c2cc(C(F)(F)F)cc(C)n2)c1C	-14%	-11%	14%	-17%	-13%	-9%	?	19%	4%
O=C(Nc1cccc(Cl)c1)ON1CCCCC1	.	0%	11%	30%	2%	?	13%	18%	0%
O=C(CCc1nc(-c2ccccc2F)no1)Nc1cccnc1	-4%	1%	1%	14%	9%	1%	20%	0%	8%
COC(=O)c1ccc(OCC(O)CNC2CCCC2)cc1 (configuration not stated)	-1%	-15%	?	-21%[1.82 µM]	3%	-11%	7%	24%	11%
Cc1cc2ccccn2c1C(=S)NC(=O)c1ccccc1	2%	?	?	?	10%	8%	-1%	-10%	-10%
CCC1Sc2ccccc2N(CC(=O)NCc2ccc3c(c2)OCO3)C1=O (configuration not stated)	-24%	10%	?	-10%	0%	?	1%	-13%	0%
O=C(Nc1cccc(-n2cnnn2)c1)c1cc(Cl)ccc1Cl	5%	1%	?	3%	-5%	14%	2%	5%	3%
NC1=NC[C@H](Cc2ccc(O)cc2)N1CCc1cccc2ccccc12	-1%	-9%	0%	24%	?	0%	-1%	1%	2%
CNC(=O)COC(=O)/C=C/c1cccs1	-1%	-3%	12%	-3%	-6%	2%	-2%	3%	2%
c1cc(-c2nn[nH]n2)ccc1CN1CCCCC1	-9%	-3%	-1%	-8%	7%	-13%	-6%	1%	-7%
O=C(Nc1ccn(Cc2ccccc2F)n1)c1ccc(COc2ccccc2Cl)cc1	5%	-12%	?	0%	?	2.6µM*	-1%	?	-4%
Cc1ccn2c(NC3CCCC3)c(-c3ccncc3)nc2c1	-26%	6%	?	-4%	0%	3%	9%	6%	17%
Cc1ccc(C(=O)NCc2cccc(C(F)(F)F)c2)cc1S(=O)(=O)N1CCCCC1	-273%[inhibitor]	-6%	?	-13%	-2%	-11%	-21%	?	10%
CCOc1ccc(CNCc2c(C(=O)O)c(C)n(Cc3ccc(C)cc3)c2C)cc1	.	-12%	1%	-29%	-9%	?	.	.	.

A few values from the entries so far.
KB-V1 MDR tox with c1cc(-c2nn[nH]n2)ccc1CN1CCCCC1 stands at -13%
HT1080 IDH1KD tx with COC(=O)c1ccc(OCC(O)CNC2CCCC2)cc1 (configuration not stated) stands at 24%
GLP1R inv ag with CCOc1ccc(-c2nnc(SCC(=O)Nc3cc(C)on3)o2)cc1 stands at 9%
TDP-43 yeast inh with NC(=O)SCC(=O)Nc1ccc(Cl)cc1 stands at -3%
GLP-1R agonist with Cc1cc2ccccn2c1C(=S)NC(=O)c1ccccc1 stands at -10%
GLP1R inv ag with C/C(=N\OC(=O)Nc1ccccc1)c1cnn(-c2cc(C(F)(F)F)cc(C)n2)c1C stands at 14%
HT1080 IDH1KD tx with O=C(CCc1nc(-c2ccccc2F)no1)Nc1cccnc1 stands at 0%

3 structures out of the list, ordered by heavy-atom count, lowest first.
SMILES	SW480 rereplic	GLP1R cytotox	GLP1R inv ag	TDP-43 yeast inh	KB-3-1 tox	KB-V1 MDR tox	HT1080-NT tox	HT1080 IDH1KD tx	GLP-1R agonist
NC(=O)SCC(=O)Nc1ccc(Cl)cc1	11%	-1%	?	-3%	?	-6%	?	?	-5%
CCOc1ccc(-c2nnc(SCC(=O)Nc3cc(C)on3)o2)cc1	?	0%	9%	-16%	2%	-23%	2%	-23%	1%
Cc1ccc(-c2n[nH]c(=S)n2/N=C/c2cc3c(cc2[N+](=O)[O-])OCO3)cc1	-9%	-7%	0%	-3%	7%	8.2µM*	4%	30%	-3%

Further structures follow.
SMILES	SW480 rereplic	GLP1R cytotox	GLP1R inv ag	TDP-43 yeast inh	KB-3-1 tox	KB-V1 MDR tox	HT1080-NT tox	HT1080 IDH1KD tx	GLP-1R agonist
Clc1ccc(-c2csc(-c3ccno3)n2)cc1	-7%	0%	28%	12%	-8%	1%	-15%	-13%	9%
COc1cccc(N2CCN(c3ccc4nnc(CCC(=O)Nc5ccccn5)n4n3)CC2)c1	9%	-2%	1%	-9%	17%	-1%	9%	5%	0%
Fc1ccc(CSc2nnc(-c3cnccn3)n2Cc2ccco2)cc1	-2%	-3%	7%	?	5%	7%	0%	4%	7%
Cc1cc2nc(-c3ccc(Cl)cc3)c(Cc3ccsc3)n2c(C)c1Br	.	0%	?	24%	-20%	-24%	-3%	-6%	-4%
COc1ccc(Cl)cc1N(C(=O)c1ccco1)C(C(=O)NC1CCCC1)c1cccnc1 (configuration not stated)	0%	-6%	8%	-13%	0%	-2%	-3%	9%	9%
Cc1cc(Cl)c2oc(C(=O)N(C)CCCN3CCOCC3)c(C)c2c1	4%	3%	31%[activator]	18%	0%	-33%	-29%	-4%	18%
CCCCC(=O)Nc1nc2ccc3nc(C)sc3c2s1	4%	1%	29%	?	-15%	-13%	-2%	-3%	7%
CCOc1cc(C(=O)NCCC(=O)N2CCC3(CC2)NCCc2[nH]cnc23)cc(OCC)c1OCC	-1%	8%	15%	1%	13%	?	6%	9%	0%
COc1cc(S(=O)(=O)NCc2ccncc2)c(OC)cc1Cl	-5%	0%[7.66 µM]	2%[7.66 µM]	-6%[9.22 µM]	-5%	-14%	-13%	?	3%
CCN1CCN(c2cc(C)c3cc(NC(=O)c4cccs4)ccc3n2)CC1	?	?	?	10%	0%	4%	?	?	20%
C=CCn1c(-c2ccc3[nH]c(C)c(C)c3c2)n[nH]c1=S	-2%	-19%	19%	5%	?	?	-6%	-15%	20%
COc1cccc(C(=O)Cn2c(NCCCO)nc3ccccc32)c1	-5%	-4%	-8%	-5%	4%	23%	0%	0%	-2%
CCc1ccc(C(=O)COC(=O)c2n[nH]c3ccccc23)cc1	-6%	6%[7.66 µM]	10%[7.66 µM]	?	?	?	-22%	-11%	-2%
COc1ccc(C(=O)Nc2ccccc2-c2nc3ccccc3s2)c(OC)c1	.	1%	-24%	?	-7%	-12%	.	.	.
CC(C)N(CCNCc1nnc(-c2ccccc2)o1)C(C)C	-11%	7%	6%	8%	-10%	-3%	3%	8%	1%
Cc1ccc(CCNC(=O)C2CCN(S(=O)(=O)c3ccc4c(c3)CCC(=O)N4)CC2)cc1	-9%	17%	9%	21%	1%	51%	18%	13%	9%
CC(C)(C)NCCCCOc1ccccc1F	7%	2%	10%	-17%	14%	-27%	3%	0%	0%
COc1ccc(CCCc2nnc(SCC(=O)NN)o2)c(C)c1	0%	-2%	-31%	-2%	19%	?	-12%	-11%	10%
CCC(C(=O)Nc1nccs1)c1ccccc1 (configuration not stated)	-3%	11%	-28%	0%	1%	-3%	2%	1%	-7%
CCS(=O)(=O)Nc1cccc(C2=NN(S(C)(=O)=O)C(c3ccccc3)C2)c1 (configuration not stated)	-6%	-2%	19%	-2%	-7%	-4%	22%	-5%	7%
O=C(O)c1ccccc1C(=O)c1ccc(Sc2ccc(Cl)cc2)c([N+](=O)[O-])c1	-4%	-16%	?	-4%[1.82 µM]	-2%	-6%	-11%	-5%	0%

Assay outcomes: PubChem BioAssay, National Center for Advancing Translational Sciences (NCATS)
